# Compound activity: PubChem, National Center for Advancing Translational Sciences (NCATS)
# AT treatment – qHTS Assay for Identifying a Potential Treatment of Ataxia-Telangiectasia; actives 0.19% (n = 320,000); […] A-T fibroblasts, KAP-1 phosphorylation AlphaLISA; neocarzinostatin DNA damage 30 min before lysis; Potency, µM (series often up to 57.5 µM), without a hit: at the highest dose activation, most hits filed as activators; also: potency is read from the fitted curve at half-maximal effect; % of control where 0% means no effect; nearly all actives have a fitted effect of over 45% in size
#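 hTERT-immortalized A-T patient fibroblasts ([…]), 500 cells/well in OPTI-MEM, 1% FBS, got compounds for 60 min, then NCS for 30 min at 37C. Lysates were then assayed for phospho-KAP-1 by AlphaLISA (anti-pKAP1 donor, anti-KAP1 acceptor beads), 6 hr at 25C.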
# CXXC DNA block – qHTS Fluorescence Polarization Assay for Inhibitors of MLL CXXC domain - DNA interaction; Histone-lysine N-methyltransferase 2A (Homo sapiens), Q03164; MLL-CXXC / FITC-HOXA9 DNA fluorescence polarization; Potency, µM (series often up to 115 µM), inactives show top-dose activity change, negative = inhibition, most hits filed as inhibitors; actives 0.037% (n = 290,000); AID 2662, 2010; active = well fitted inhibition curve with a large enough effect in the polarisation, with a control signal flat, not every such curve was filed as active; inconclusive = small, poorly fitted or top-dose-only effect, or effect the other way, or a change in a side signal; inactive = no such curve, though single readings can be large or run the other way; the % refers to the polarisation; also: potency is read from the fitted curve at half-maximal effect
#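 Steps: dispense CXXC domain solution (7 uM) → pin compounds or unlabeled HOX-A9 DNA control → 5 min ambient → add FLSN-HOX-A9 solution (50 nM) → spin → 30 min ambient → fluorescence polarization. Tris pH 7.5/NaCl/DTT/BSA buffer.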
# hERG WT inh – qHTS for Inhibitors of KCHN2 3.1: Wildtype qHTS; U2OS, BacMam KCNH2, thallium flux FluxOr; active compounds read low; activity change, % at 1.84 µM; actives 0.37% (n = 340,000); AID 720551, 2013;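 active = maximum activity change below -70%; inconclusive = maximum activity change between -70% and -50%; inactive = maximum activity change above -50%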; also: % is scaled to controls: 0 for no effect and ±100 for the full control effect
#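 U2OS cells transduced with wild-type KCNH2 virus are loaded with FluxOr dye for 45 min, and thallium flux is measured in kinetic reads before and after stimulation buffer. Rate constants are normalized to DMSO controls.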
# TSHR antag – Antagonists of the Thyroid Stimulating Hormone Receptor: HTS campaign; activity change, negative = inhibition, % at 11.5 µM; Thyrotropin receptor (Homo sapiens), P16473; TSHR-expressing cells, TSH-stimulated cAMP HTRF, 2 h; active compounds read low; actives 0.2% (n = 330,000);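 active = activity change below a set negative limit, meaning inhibition stronger than a set level, cut at about -70% in these data; inconclusive = activity change between two set negative limits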; also: % is scaled to controls: 0 for no effect and ±100 for the full control effect
#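 Freshly harvested TSHR cells receive pin-tooled compound, then EC80 TSH at 4nM final. After 2 hours at 37 deg C, antibody in lysis buffer and cAMP-d2 are added; 30 minutes at ambient temperature precede the HTRF read.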
# Tb PFK inh – qHTS Assay to Find Inhibitors of T. brucei phosphofructokinase | T. brucei PFK, ADP-Glo luminescence | Potency, µM (series often up to 57.5 µM), inactives show at the top dose activity, negative = inhibition, actives largely listed as inhibitors | actives 0.17% (n = 330,000) | AID 485367, 2010;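 also: potency is read from the fitted curve at half-maximal effect; 0% = uninhibited 1x PFK enzyme wells and -100% = no-enzyme wells; nearly all actives have a fitted effect of over 60% in size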
# Target sequence (O15648 whole entry, looked up): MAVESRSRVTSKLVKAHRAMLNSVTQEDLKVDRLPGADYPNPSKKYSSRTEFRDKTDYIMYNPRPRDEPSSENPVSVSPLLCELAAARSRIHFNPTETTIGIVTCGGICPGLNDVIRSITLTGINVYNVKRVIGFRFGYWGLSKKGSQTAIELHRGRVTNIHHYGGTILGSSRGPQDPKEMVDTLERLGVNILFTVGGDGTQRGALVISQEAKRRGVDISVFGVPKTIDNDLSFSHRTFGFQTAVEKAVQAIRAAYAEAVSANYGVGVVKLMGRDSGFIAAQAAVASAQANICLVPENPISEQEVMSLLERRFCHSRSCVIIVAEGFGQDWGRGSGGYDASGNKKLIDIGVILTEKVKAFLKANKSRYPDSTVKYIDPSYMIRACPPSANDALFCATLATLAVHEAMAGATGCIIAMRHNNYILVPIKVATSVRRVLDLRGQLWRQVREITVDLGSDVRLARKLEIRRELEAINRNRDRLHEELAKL
#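 Luminescent ADP detection (ADP-Glo, two-step: ATP depletion then ADP-to-ATP conversion for luciferase) reported PFK activity after 45 min room-temperature reaction of 1.25 nM enzyme with 0.5 mM F6P and 0.1 mM ATP at pH 8.0.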
# Chronic BCR inh – qHTS Assay to Find Inhibitors of Chronic Active B-Cell Receptor Signaling; actives 0.05% (n = 340,000); Potency, µM (titrated, usually from 46.1 µM), inactives show at the top dose ratio change, negative = lower green/red ratio, most hits filed as inhibitors; ABC-DLBCL IkBa-CBG/CBR reporter, luminescence ratio, 4 h; AID 493014, 2011; active = well fitted inhibition curve with a large enough effect in the signal ratio, with a control signal flat, not every such curve was filed as active; inconclusive = small, poorly fitted or top-dose-only effect, or effect the other way, or a change in a side signal; the % refers to the signal ratio;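 also: potency is read from the fitted curve at half-maximal effect; plate controls were basal doxycycline-induced cells for no effect and cells given 10 µM MG132 for full effect; MG132 reads +100%, hits lower the ratio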
#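 Concentration-response series (up to 46 uM) were applied to TMD8 dual-reporter cells for 4 h at 37C with doxycycline. Green/red ratio, after filter-overlap correction, defined %Activity; red signal alone was normalised to basal cells and zero luminescence.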
# Giardia kill – Small Molecules that selectively kill Giardia lamblia: qHTS; Giardia lamblia trophozoite viability; activity change, % at 7.66 µM, hits read low; actives 0.15% (n = 340,000); AID 540267, 2011; in the data active = activity change below about -80%; inconclusive = between about -30% and that limit;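 also: parasites exposed to compound for two days anaerobically before the ATP read; % is scaled to controls: 0 for no effect and ±100 for the full control effect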
#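 Each well holds 100 Giardia trophozoites and compound. After two days (48 hrs) at 37 deg C in anaerobic conditions, ATP is quantified by luminescence.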
# FBPA coupling cs – qHTS Assay for Inhibitors of Fructose-1,6-bisphosphate Aldolase from Giardia Lamblia: Coupling assay counterscreen. activity change, negative = inhibition, % at 58.2 µM, hits read low. AID 2472, 2010. actives 0.67% (n = 290,000). coupling enzyme system counterscreen, AmpLite Red fluorescence; in the data active = activity change below about -30%; also: % is scaled to controls: 0 for no effect and ±100 for the full control effect
#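 Fluorescence at 525 nm excitation and 598 nm emission measured inhibition of the coupled detection system without aldolase. Compounds (at 57.5 uM final) were preincubated 10 min at room temperature with coupling enzyme reagent before a 20 min substrate/AmpLite Red step.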
# GALK inhibitor – qHTS Assay for Inhibitors of Human Galactokinase (GALK) | Purified GALK, Kinase-Glo residual ATP luminescence | Potency, µM (top dose mostly 57.5 µM), for inactives: at the top dose activity change, negative = inhibition, hits mostly inhibitors | actives 0.007% (n = 270,000); also: potency is read from the fitted curve at half-maximal effect; % is scaled to controls: 0 for no effect and ±100 for the full control effect
# Target sequence (P51570 whole entry, looked up): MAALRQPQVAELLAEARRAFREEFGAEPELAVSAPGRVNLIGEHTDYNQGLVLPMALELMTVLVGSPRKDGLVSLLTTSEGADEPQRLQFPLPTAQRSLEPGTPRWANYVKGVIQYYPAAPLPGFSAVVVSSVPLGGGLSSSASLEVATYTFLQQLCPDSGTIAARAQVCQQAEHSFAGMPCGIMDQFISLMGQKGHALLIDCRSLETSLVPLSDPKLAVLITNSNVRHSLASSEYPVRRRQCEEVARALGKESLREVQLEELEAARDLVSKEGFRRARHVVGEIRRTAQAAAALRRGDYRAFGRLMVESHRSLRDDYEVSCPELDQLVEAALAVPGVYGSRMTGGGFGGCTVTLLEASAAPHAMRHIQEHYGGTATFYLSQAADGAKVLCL
#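 ATP-depletion format; final 35 uM ATP, 100 uM D-galactose, 5 nM enzyme; pH 8.0 HEPES/Mg2+ buffer; 60 min RT; luminescence read 10 min after detection reagent.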
# TCR activator – Activators of T cell receptors: qHTS campaign; primary human leukocytes, anti-CD3, IL-2 HTRF, 48 h; Potency, µM (series often up to 9.22 µM), for the others: at the top dose activation of IL-2 secretion, usual class: activators; 330,000 tested, under 10 active; also: % of control where 0% means no effect
#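 HTRF read-out of IL-2 secretion: europium cryptate donor excited at 320nm, d2 acceptor emission at 665nm. Cells were primary human leukocytes incubated 48 hr with compounds and a-CD3 beads, supplying TCR signal only.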
# Active calls of the source: *; i = inactive; ? = inconclusive; nt = not tested or not shown; & = joins results of further samples; [ ] = dose if it differs, or a comment. Unless noted, calls follow the shape of the dose curve; as a rule, active = well fitted curve in the direction sought with a large enough effect; inconclusive = small, poorly fitted or top-dose-only effect, or another doubt; inactive = no such curve, though single readings can be large; an effect the other way counts as inactive or inconclusive.
SMILES | CXXC DNA block | AT treatment | FBPA coupling cs | TCR activator | Tb PFK inh | GALK inhibitor | TSHR antag | Chronic BCR inh | Giardia kill | hERG WT inh
CCOc1ccc(CNC(=O)c2ccc(Sc3ccc(C)cc3)c(NC(C)=O)c2)cc1 | 9.8% | 8.4% | -2.3 | -0.4%[46.1 µM] | 4.5% | 2.0% | -13.0 | -0.3% | -4.1 | 1.0
CN(C)C(=O)CCC(=O)N(C)CC1CCCN(CCc2ccc(F)cc2)C1 (stereo not drawn) | -4.8% | 5.0% | 3.3 | 3.1% | 0.4% | 1.1% | 4.1 | -0.6% | 14.6 | 8.3
CCOc1ccc(NC(=O)Nc2cccnc2)cc1 | -10.1% | 0.6% | 0.4 | 3.3% | -9.2% | -2.5% | -5.8 | -17.3% | ? | -8.0
O=C(COC(=O)/C=C/c1ccccc1Cl)NC(=O)NC1CCCC1 | nt | 0.6% | nt | -5.6% | -6.6% | nt | 1.2 | -2.8% | 1.1 | -0.2
CN1C(C(=O)NCc2ccco2)CC2Cn3c(nc4cc5ccccc5cc43)C21 (stereo not drawn) | -4.6% | 9.1% | -1.4 | -0.7% | 0.1% | 7.1% | 2.9 | ? | 23.4 | 0.1
O=C(c1ccc(S(=O)(=O)N2CCCCCC2)cc1)N1CCC(CN2C(=O)c3cccc4cccc(c34)C2=O)CC1 | -1.7% | 2.9% | 1.0 | 0.7% | -1.6% | -5.5% | -17.8 | -1.3% | -15.0 | -10.2
O=C(/C=C/c1ccc(Cl)cc1Cl)NCCN1CCOCC1 | -1.5% | 2.9% | 8.5 | -1.3% | -1.0% | -0.2% | -4.2 | -12.2% | -8.2 | 6.8
CN(C)S(=O)(=O)N(CC(=O)N1CCN(c2ccccc2F)CC1)c1ccccc1 | -1.1% | 3.1% | 0.9 | 0.4% | -6.2% | 1.4% | -6.3 | -2.2% | -16.6 | 4.9
COc1ccc(NC(=O)N2c3ccccc3CC2C)cc1OC (stereo not drawn) | -0.4% | -1.0% | 3.3 | 0.2% | 22.2% | -4.8% | 2.5 | -2.8% | -4.3 | 0.5
CCn1cc(C(=O)O)c(=O)c2cc(F)c(N3CCN(C(=S)Nc4ccc(OC)cc4)CC3)cc21 | 39.3%[activator] | ? | -1.4 | 2.0% | 2.6% | nt | -3.8 | 3.9% | 13.0 | 16.9
O=S(=O)(c1ccc(N2CCOCC2)c(Cl)c1)N1CCOCC1 | 0.3% | 2.1% | 0.3 | 2.4% | 4.7% | 1.4% | 16.8 | ? | -7.0 | 6.7
Cc1cc(C)n(-c2ccc(C(=O)OCC(=O)Nc3cc(Cl)ccc3[N+](=O)[O-])cc2)n1 | 2.2% | -0.7% | 4.0 | 0.6%[46.1 µM] | 0.7% | 1.9% | 8.8 | -0.4% | 5.3 | 1.2
Cc1ccc(C(=O)Nc2cccc(C(F)(F)F)c2)cc1NC(=O)c1nccn1C | -3.2% | -25.8% | 2.3 | -2.2% | -2.9% | -0.2% | 3.0 | 9.3% | -2.4 | -25.3&3.1
CCOc1ccc(C(C(=O)NC2CCCC2)N(C(=O)c2snc(C(N)=O)c2N)C2CCCC2)cc1 (stereo not drawn) | 39.0%[activator] | 0.8% | 0.8 | -0.2% | 2.8% | 1.0% | -8.2 | -1.7% | -20.4 | 4.2
CC(C(=O)NCc1ccccn1)c1ccc([N+](=O)[O-])cc1 (stereo not drawn) | 3.5% | -1.0% | -0.1 | -2.2% | -0.9% | -0.5% | -6.5 | 2.3% | -27.0 | i
CCOc1ccc(OCCCCNC(C)(C)C)cc1 | 3.4% | -2.9% | -10.4 | 1.7% | -2.8% | 0.4% | -0.2 | -8.2% | -2.1 | 10.2
CCOc1cc(C)c(S(=O)(=O)NC2CCCCC2)cc1C | -5.3% | 10.3% | -8.4 | 0.9% | 1.5% | -0.1% | 1.9 | 1.8% | -4.3 | 2.2
COc1cc(/C=N/NC(=O)c2ccc(NC(=O)C3CC3)cc2)ccc1OC(C)=O | 8.1% | 16.5% | 1.3 | -1.0% | 3.3% | 5.5% | -4.2 | 0.6% | -0.9 | 4.1
Cc1ccc(S(=O)(=O)NCCC(=O)N2CCC(C(N)=O)CC2)cc1C | nt | 9.6% | nt | -3.1% | -1.5% | nt | 0.2 | -1.3% | 5.9 | -31.6
COC(=O)CC1SC(=O)NC1=Nc1ccc(OC)cc1 (stereo not drawn) | 2.2% | -0.5% | -0.4 | 1.0% | -0.3% | 1.0% | 8.2 | -26.2% | 4.0 | -5.7
CCCCOc1cccc(C2(C(=O)O)CCCC2)c1 | 7.0% | 3.1% | 4.0 | 0.0% | -6.5% | -1.7% | -5.5 | ? | -4.9 | -12.1
O=S(=O)(c1ccc(-c2cn3ccccc3n2)cc1)N1CCOCC1 | 11.2% | 9.3% | 0.9 | -4.3% | 3.2% | 1.5% | 7.5 | ? | 4.0 | -2.0
COC(=O)c1cc(C)sc1NC(=O)CC1Nc2ccccc2NC1=O (stereo not drawn) | ? | -1.8% | -7.4 | 7.2% | -6.0% | -2.2% | 9.3 | ? | 17.4 | -3.4
CCOc1ccc(N2C(=O)CC(SC(=NC)Nc3cccc(F)c3)C2=O)cc1 (stereo not drawn) | 19.4% | 1.1% | -1.2 | -2.4% | -0.5% | 0.2% | -5.9 | -0.2% | -1.1 | 9.6
Brc1cnc(N2CCCCC2)nc1N1CCOCC1 | 5.2% | -0.1% | 0.3 | 9.9% | -3.9% | -2.5% | -8.5 | 14.7% | 5.4 | -30.0

SMILES | CXXC DNA block | AT treatment | FBPA coupling cs | TCR activator | Tb PFK inh | GALK inhibitor | TSHR antag | Chronic BCR inh | Giardia kill | hERG WT inh
O=c1c(-c2ccc(O)cc2)coc2c([C@@H]3O[C@H](CO)[C@@H](O)[C@H](O)[C@H]3O)c(O)ccc12 | nt | 7.8% | nt | -3.0% | 1.1% | nt | 6.4 | ? | 0.0 | -19.7
CN(Cc1ccccc1)CC1CCCN(CCc2ccccc2F)C1 (stereo not drawn) | 3.9% | 4.0% | 3.5 | -2.9% | -6.6% | 0.0% | -4.3 | 0.5% | -2.5 | -3.5
O=C(NC(=S)Nc1ccccc1N1CCCC1)c1ccc(-c2cccc([N+](=O)[O-])c2)o1 | 4.9% | 8.6% | 0.5 | 0.7% | 2.2% | 4.5% | 15.1 | 6.1% | 2.8 | -37.4
O=C(Cc1ccc(N2CCNC2=O)cc1)N1CCCC(Nc2cccc(F)c2)C1 (stereo not drawn) | 8.0% | -3.0% | nt | -0.2% | -8.5% | 4.5% | 48.0 | ? | -29.9 | -10.9
O=C1CS(=O)(=O)N(Cc2ccc(F)cc2)c2ccccc21 | nt | 6.7% | nt | -9.7%[46.1 µM] | 1.8% | nt | 2.3 | 7.2% | ? | 1.2
Clc1ccc(COn2c(-c3ccc(Cl)cc3Cl)nc3ncccc32)cc1 | 35.1%[activator] | -0.1% | -0.1 | 3.2% | -1.1% | -5.1% | -6.7 | ? | 5.4 | 2.0
COc1cccc(NC(=O)CN(Cc2ccccc2)S(C)(=O)=O)c1 | -4.1% | -5.8% | 3.8 | 2.1%[46.1 µM] | -1.6% | 1.4% | -0.8 | -0.9% | 1.5 | -1.5
Cc1ccccc1C(=O)Nc1nc(-c2cccnc2)cs1 | 2.0% | -0.7% | -6.9 | -0.8% | -1.2% | -0.5% | -4.6 | ? | 21.9 | -3.5
COc1cc(-c2nc3cnccn3c2Nc2c(C)cccc2C)ccc1O | -0.4% | 14.1% | 1.0 | nt | -1.9% | -7.4% | 6.0 | ? | -13.6 | 4.6
C/C(=N\N=C\c1ccc(N(C)C)cc1)c1cccc([N+](=O)[O-])c1 | -1.3% | 0.9% | 0.5 | -2.4%[46.1 µM] | 1.9% | 0.4% | -1.6 | ? | -14.7 | -2.3
c1ccc(N2CCN(c3nc(-c4ccccn4)nc4ccccc34)CC2)cc1 | 18.8% | -1.8% | -2.4 | 5.6% | 0.0% | 0.3% | -5.3 | -5.9% | 1.7 | -26.0
CCCn1c(=O)c2c(C(=O)OCC)cc(-c3ccco3)nc2n(CCC)c1=O | -2.3% | 0.1% | 3.4 | -0.2% | -3.9% | 1.5% | 3.9 | 9.2% | -13.1 | 28.7
COc1ccc(/C=N/NC(=O)c2ccccc2O)cc1CSc1ccccn1 | 0.5% | -0.5% | 7.7 | 3.4%[46.1 µM] | 1.1% | 0.3% | -7.3 | ? | -20.2 | -0.1
